# MC4R antag cAMP = MC4R antagonists of cAMP signaling, primary screen, cell-based, TR-FRET, antagonist arm of biased-ligand search. hit rate 0.48% among 360,000. inhibition, % at 6.5 µM. MC4R-expressing cells, MTII-stimulated cAMP, LANCE TR-FRET. Melanocortin receptor 4 (Homo sapiens), P32245;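 active = inhibition above its plate's cutoff, the mean of tested wells on that plate plus 3 SD, cut at about 29% in these data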;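 note: 0% = Melanotan II alone and 100% = Melanotan II plus saturating MCL0020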
#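 Test system: U2OS cells stably expressing human melanocortin 4 receptor (MC4R); also added: Melanotan II challenge; compound: 6.5 µM single dose; timing: 30-min compound preincubation, 1-h Melanotan II challenge, 1-h detection, room temperature; signal: Eu-cAMP/anti-cAMP TR-FRET, emission 671 nm; repeats: one well per compound, no replicates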
# Exocytosis inh = LAMP-1 surface exposure blockers, TALL-104 cells – cell-based, flow cytometry, MLPCN library, primary screen; AID 651702, 2012; hit rate 0.66% among 360,000; TALL-104 LAMP-1 surface exposure; cells stimulated with thapsigargin and PMA; inhibition, % at 10 µM;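 active = inhibition above about 55%, limit read from the data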
# PDI turbidity = inhibitors of human PDI, primary screen, biochemical, turbidity, single point, plate reader | Protein disulfide-isomerase (Homo sapiens), P07237 | inhibition, % at 10 µM | PDI insulin aggregation turbidity, A650, 90 min | hit rate 0.052% among 350,000;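 active = mean inhibition across replicates of 30% or more, whatever share of single replicates reach that level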;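 note: absorbance from insulin aggregation driven by PDI reduction with DTT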
# ABHD5-PLIN5 inh = ABHD5-PLIN5 interaction inhibitors, primary screen, cell lysate, split luciferase complementation, luminescence; hit rate 0.78% among 360,000; AID 602281, 2012; Perilipin-5 (Homo sapiens) + 1-acylglycerol-3-phosphate O-acyltransferase ABHD5 (Homo …; Split G. princeps luciferase complementation, 4 h; inhibition, % at 4 µM;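 active = inhibition above the mean inhibition across every tested compound plus 3 SD, cut at about 22% in these data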;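 note: 0% = DMSO only wells and the 100% control is not disclosed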
# Target sequence (Q00G26 whole entry, looked up): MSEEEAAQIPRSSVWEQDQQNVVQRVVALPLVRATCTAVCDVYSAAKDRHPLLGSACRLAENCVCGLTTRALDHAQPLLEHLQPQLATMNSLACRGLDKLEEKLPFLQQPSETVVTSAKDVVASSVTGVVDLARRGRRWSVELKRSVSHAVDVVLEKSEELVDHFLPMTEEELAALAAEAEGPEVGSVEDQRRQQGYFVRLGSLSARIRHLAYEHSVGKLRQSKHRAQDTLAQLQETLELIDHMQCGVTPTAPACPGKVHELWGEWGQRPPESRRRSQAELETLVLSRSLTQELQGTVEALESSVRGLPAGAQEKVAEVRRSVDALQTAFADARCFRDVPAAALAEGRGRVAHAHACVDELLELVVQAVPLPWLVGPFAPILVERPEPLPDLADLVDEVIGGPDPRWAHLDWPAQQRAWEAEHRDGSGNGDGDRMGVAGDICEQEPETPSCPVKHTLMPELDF
# Target sequence (Q8WTS1 whole entry, looked up): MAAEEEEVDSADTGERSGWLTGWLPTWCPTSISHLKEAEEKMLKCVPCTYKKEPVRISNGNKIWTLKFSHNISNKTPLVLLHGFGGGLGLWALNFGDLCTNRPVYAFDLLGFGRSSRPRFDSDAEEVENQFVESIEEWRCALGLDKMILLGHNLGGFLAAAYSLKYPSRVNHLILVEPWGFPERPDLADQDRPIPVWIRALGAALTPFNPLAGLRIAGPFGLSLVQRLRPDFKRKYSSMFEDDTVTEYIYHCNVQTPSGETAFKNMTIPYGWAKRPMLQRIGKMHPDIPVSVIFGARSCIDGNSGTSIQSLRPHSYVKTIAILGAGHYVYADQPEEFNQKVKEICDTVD
# ABCB6 inh MLPCN = ABCB6 transporter inhibitors, primary screen, K562-ABCB6 cells, flow cytometry, MLPCN library; K562-ABCB6 porphyrin accumulation, 1 h; hits give low values; fluorescence ratio to DMSO, % at 10 µM; hit rate 0.19% among 360,000; AID 602162, 2011; ATP-binding cassette sub-family B member 6 (Homo sapiens), Q9NP58;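 active = fluorescence ratio to DMSO below 75%, the collection mean minus 3 SD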;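 note: signal is porphyrin accumulated inside mitochondria; 100% equals median channel fluorescence of DMSO control wells; lower ratio means ABCB6 inhibition with less porphyrin fluorescence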
# MC4R ag barr = MC4R agonists recruiting beta-arrestin, primary screen, cell-based, luminescence, agonist arm of biased-ligand search. activation, % at 8.9 µM. hit rate 0.98% among 360,000. Melanocortin receptor 4 (Homo sapiens), P32245. AID 540308, 2011. U2OS MC4R beta-arrestin complementation; percent of melanotan II response, DMSO zero;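 active = activation above a per-plate cutoff, the mean activation of sample wells on that plate plus 3 SD, cut at about 8% in these data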
# HTR2A ag = mouse Htr2a agonists via beta-arrestin recruitment, primary screen, cell-based, luminescence | CHO-K1 mHTR2A beta-arrestin complementation; percent of 30 µM serotonin response | activation, % at 7.6 µM | hit rate 0.66% among 360,000 | AID 624169, 2012;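 active = activation above a run cutoff, the mean activation of all tested compounds plus 3 SD, cut at about 14% in these data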;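 note: 0% = plate median of compound wells and 100% = 30 µM serotonin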
# Cardio protect = cardioprotection against H2O2-induced cell death, primary screen, uHTS, H9c2 cells, ATPLite luminescence. H9c2 cardiomyocytes, H2O2 injury protection, 2 h. protection from H2O2 cell death, % at 20 µM. hit rate 0.63% among 360,000. AID 588492, 2011;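 active = compounds giving at least 50% protection of heart cells from peroxide-induced death in the single-dose screen, raw or plate-pattern-corrected value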;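 note: 0% = DMSO wells with peroxide and 100% = DMSO wells without peroxide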
# N-glyco inh = increase of ERlucT glycosylation luciferase signal, primary screen, N-linked glycosylation inhibitor project, D54 ERlucT cells, luminescence, set 2; hit rate 0.23% among 360,000; reporter increase, % at 12.5 µM; D54 ERlucT glycosylation luciferase reporter, 24 h; percent of 100 nM tunicamycin response;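 active = mean luciferase reporter signal, scaled so untreated is 0 and the glycosylation-blocking control 100, at or above a set limit in every replicate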;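 note: luciferase carries N-glycosylation sites so blocking glycosylation raises the light; 0% = median of neutral control wells and 100% = median of 100 nM tunicamycin wells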
# CaV13 ICDI inh = Disruptors of the CACNA1D IQ motif to Ca2+-dependent inactivation inhibitor domain association, primary screening, Förster resonance energy transfer in intact living …; AID 743397; inhibition, % at 12.3 µM; HEK cells, CFP/YFP FRET ICDI-IQ, plate reader, 10 min; percent FRET-ratio fall versus neutral wells; hit rate 0.098% among 340,000;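 active = mean replicate inhibition of at least 30% and at least 1% of replicates passing that level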;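 note: 0% = median of the neutral control wells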
# * hit, by the source's call; . = not tested or not shown. Not a hit list; overall some 4.2% were active at least once.
SMILES,MC4R antag cAMP,Exocytosis inh,PDI turbidity,ABHD5-PLIN5 inh,ABCB6 inh MLPCN,MC4R ag barr,HTR2A ag,Cardio protect,N-glyco inh,CaV13 ICDI inh
Cc1cccc(-c2cc(C(=O)N/N=C/c3cccnc3)c3ccccc3n2)c1,8,0,6,10,96,-2.6,-8,26,0,-4
CCOC(=O)N1CCC(NCCNC(=O)c2cccc(F)c2)CC1,21,2,-7,-3,111,-1.4,6,6,4,-8
c1ccc(Oc2cccc(OCCCn3cncn3)c2)cc1,-7,-1,-2,2,98,2.6,1,-10,0,-6
COC(=O)c1ccccc1NC(=O)C/C(C)=N/NC(=O)CC#N,-10,-1,-3,3,100,-0.2,5,-1,0,-3
COc1cc(/C=C/CNC[C@H]2O[C@@H](n3cnc4c(=O)[nH]c(N)nc43)[C@H](O)[C@@H]2O)ccc1O,.,1,.,1,102,.,4,5,1,-3
Cc1ccc(NC(=O)CNC(=O)c2cccc(C)c2)nc1,6,3,-1,6,93,-2.6,0,-3,-4,-5
CC1(C)N=C(N)NC(Nc2cccc(Br)c2)=N1,-5,-3,0,-3,91,-1.7,-5,-1,-1,-6
Cc1nc2ccc(NC(=O)N(C(C)C)C(C)C)cc2s1,-3,2,2,-5,102,-2.0,-3,1,-3,-4
Cc1ccc(-c2nn3c(C)nnc3c3ccccc23)cc1S(=O)(=O)NC(C)c1ccccc1 (configuration not stated),-39,-3,2,3,98,-0.4,1,91*,11,.
CC(=O)Nc1ccc(S(=O)(=O)Oc2cccc(N3C(=O)C4CCCCC4C3=O)c2)cc1 (configuration not stated),6,-3,2,-3,95,-2.3,0,1,0,-6
CCC1CN(C(=O)N2CCC(C(=O)NCc3ccco3)CC2)c2cc(C)ccc2O1 (configuration not stated),6,-6,-6,4,95,-4.4,-1,-1,1,-2
O=Cc1ccc(OCc2ccc3ccccc3c2)cc1,2,6,3,-10,98,2.0,0,-8,-5,-21
Cc1cccc(NC(=O)Cn2c(O)c(N=NC(N)=S)c3ccccc32)c1,3,3,-3,-7,97,2.4,-3,18,14,-2
O=C1C(=C(O)c2ccccc2)C(=O)c2ccccc21,6,-3,11,-29,108,1.2,3,-5,2,-8
CCOC(=O)c1ccc(NC(=O)C23CCC(C)(C(=O)O2)C3(C)C)cc1 (configuration not stated),-1,2,-8,-2,85,-1.7,18*,2,0,-4
N#Cc1ccc(C(=O)Nc2ccn(-c3ccccc3)n2)cc1,11,-2,-1,1,97,0.7,1,0,0,-2
COc1ccc(N2C(=O)C3ON(C4SC(=S)N(C)C4(C)C)C(c4ccc(Cl)cc4)C3C2=O)cc1 (configuration not stated),7,3,-3,3,105,-0.3,2,1,2,-4
CCCCNC(=O)CCn1nc(-c2ccc(C)cc2)c2ccccc2c1=O,11,17,-1,-1,101,-0.4,3,2,-2,-19
CC1CCC/C(=C(\C#N)c2nc(-c3cc4ccccc4oc3=O)cs2)C1 (configuration not stated),9,-2,3,-3,89,-0.9,4,-7,-11,-4
OCC[C@H]1C[C@@H](O)[C@H](O)[C@@]2(Cc3ccccc3CCO2)O1,5,28,-2,3,93,-2.3,2,3,2,-5
COc1ccc(N2CCN(C(=O)COC(=O)c3cnccn3)CC2)cc1,14,-8,2,-17,98,-3.1,-6,-4,1,-7
Cc1nc2c(sc(=S)n2Cc2ccco2)c(=O)n1CC(=O)Nc1ccccc1Cl,-6,-21,5,-8,108,-0.5,4,-2,1,-7
CCn1nc(C(=O)Nc2nc3ccc(C)cc3s2)c2ccccc2c1=O,6,4,2,-2,98,-1.1,2,-8,3,-6
COc1ccc(OC)c(NC(=O)CSc2nnc(CNC(=O)c3ccccc3F)o2)c1,-1,-4,1,8,104,1.0,6,-3,2,-2
Cc1ccc(C(=O)N/C(=C\c2cccs2)C(=O)NCCCn2ccnc2)cc1,11,0,2,3,94,3.0,6,27,0,-4
CC(=O)Nc1ccc(-c2csc(Nc3ncccn3)n2)cc1,-7,-3,-9,-7,93,-2.9,-1,-4,-2,-2
CCOC(=O)C(=O)Cc1nc(OCc2ccccc2)cc(OCc2ccccc2)n1,0,2,-13,-1,89,-1.1,8,-2,-3,-11
Cc1cccc(Nc2c([N+](=O)[O-])cc(C(=O)N3CC(=O)Nc4ccccc43)cc2[N+](=O)[O-])c1,1,-1,-2,2,99,-1.2,-1,8,-1,-4
CN1CCN(NC(=O)/C=C/c2ccc(Br)cc2)CC1,-6,4,-1,-1,94,-2.4,-4,21,.,.
O=C(Nc1ccc(S(=O)(=O)N2CCc3ccccc32)cc1)c1ccc2c(c1)OCO2,5,-2,-10,2,92,-0.9,-6,-6,-5,.
CC(C)(C)NC(=O)C(c1ccccc1)n1c(=O)c(-c2cc3ccccc3[nH]2)nc2ccccc21 (configuration not stated),.,6,.,-7,.,.,-2,.,.,-10
CCN1C(=O)C(C(=O)c2ccccc2)SC1=S (configuration not stated),4,4,0,-4,102,-3.0,-3,-8,0,.
C/C(=N\NC(=O)CNc1cccc(Cl)c1C)c1cccs1,-10,0,-4,-6,97,5.3,1,2,2,-4
CCN(CC)c1ccc(NC(=O)Nc2ccccc2)cc1,-3,28,-11,-1,89,2.6,-3,-16,-9,-1
COc1ccc(C(=O)NCc2nnc(SCC(=O)N3CCCc4ccccc43)o2)cc1OC,6,-14,3,1,99,-0.9,-3,14,-1,9
CCOC(=O)C1CCCN(C(=O)c2ccc(CS(=O)(=O)c3ccc(C)cc3)o2)C1 (configuration not stated),13,-7,-9,14,97,-0.5,3,0,-3,.
Cc1ccccc1CN(C)CCS(=O)(=O)c1cc(Cl)ccc1Cl,-13,3,-1,23*,97,-3.1,-6,-3,4,-4
O=C(NCCCN1CCOCC1)c1c(-c2ccccc2)oc2c1C(OCCCCCO)CCC2 (configuration not stated),.,-3,.,-1,104,.,-2,.,.,-7
CN1CCC(C(=O)N2CCCC(C(=O)c3ccc4c5c(cccc35)CC4)C2)CC1 (configuration not stated),-5,9,-24,11,101,1.4,2,3,-3,11
COc1cnc(-c2ccccn2)[nH]c1=O,3,0,3,-3,101,-0.8,-2,0,2,-3
O=C(Nc1cc(C(F)(F)F)ccc1-n1cncn1)c1ccc([N+](=O)[O-])o1,4,4,3,-2,110,-3.9,-3,4,18,-3
O=C(O)[C@H]1CCCN1C(=O)c1ccccc1N1C(=O)[C@@H]2Cc3c([nH]c4ccccc34)C(c3cccc(Cl)c3)N2C1=O (some centres not stated),1,3,.,0,100,-0.4,0,0,-5,.
c1ccc2c(c1)Oc1cccc3cccc-2c13,7,-23,-5,5,95,-0.6,3,2,1,-3
COC(=O)c1c(NC(=O)c2ccccc2)sc(C(=O)c2ccccc2)c1C,21,-1,1,3,104,3.5,3,14,2,.
COc1cc(S(=O)(=O)N2CCOCC2)ccc1NC(=O)COC(=O)c1cc(OC)c(OC)c(OC)c1,9,0,2,-3,83,-1.3,0,4,4,-4
Cc1ccc(CNC(=O)[C@H](Cc2ccccc2)NC(=O)c2ccco2)cc1,2,-2,0,-6,95,0.4,-2,-1,1,-5
CCCN(CC(=O)Nc1ccc(F)c(F)c1F)C(=O)Cc1ccc(S(=O)(=O)N2CCOCC2)s1,-3,2,-6,11,102,-0.6,7,0,0,-5
CCOC(=O)NC(=O)CSc1nc2ccc(OCC)cc2[nH]1,-3,-1,3,-2,89,-1.0,5,16,0,-5
Cc1nn(C)c(C)c1N1C(=O)c2cccc3c(Br)ccc(c23)C1=O,8,0,-2,0,95,-3.4,1,-7,4,-9
Cc1cc(N)c(-n2cc3c(=O)n(C)c(=O)n(C)c3c2)cc1C,-4,19,0,-1,104,3.9,3,5,2,-6
CC(C)c1cc(C(=O)Nc2sc3c(c2C#N)CCC3)no1,9,0,-4,-6,101,-1.7,-1,-3,0,-3
COc1ccc(-n2nnc3c(=O)n(Cc4cccc(C)c4)cnc32)cc1,11,1,5,-1,99,-2.4,8,1,-1,-8
CN(CCOc1ccc(Cl)cc1)CC(=O)Nc1ccc(OC(F)(F)F)cc1,3,42,3,-6,97,-0.8,-11,-15,3,-1
CCCc1nc2ccccc2c(C(=O)OCC(=O)NC2CC2)c1CC,1,-2,9,1,96,-0.7,-2,-2,-1,-3
CN(C)c1cc2c(cc1NC(=O)c1ccccc1Cl)n(C)c(=O)n2C,0,13,-1,3,98,-0.6,-8,-6,4,6
COc1ccccc1NS(=O)(=O)c1cccc(C(=O)N/N=C/c2c(C)nn(-c3ccccc3)c2N2CCCC2)c1,14,-2,-10,-4,74*,-2.9,-3,23,-3,-5
CCCCNC(=S)NC1CCCC1,5,-1,7,-8,102,-0.9,-2,-1,1,-18
COc1ccc([C@H]2C[C@@H](O)[C@H](n3cc(C4CC4)nn3)CN2C(=O)C2CCCCC2)cc1,5,1,-5,-8,102,0.3,-5,10,1,-6
O=c1[nH]c(C2CCN(S(=O)(=O)c3ccccc3C(F)(F)F)CC2)nc2c1nnn2Cc1cccc(F)c1,-11,15,1,-3,96,-2.2,-6,-7,3,-2
CCN(CC)S(=O)(=O)c1cccc(-c2nnc(SCc3nnc(-c4cccs4)o3)n2N)c1,11,1,-3,4,98,-0.5,-6,6,1,-5
Cc1c(C(=O)NNc2c(Cl)cccc2Cl)n(C)oc1=O,6,-5,0,-1,102,0.1,-2,2,3,-5
CCc1ccccc1NC(=O)NC1CCCCC1,3,11,-21,0,183,0.9,4,10,1,0
Cc1ccc(C(=O)NC2CCN(C(=O)Nc3ccccc3Cl)CC2)cc1,4,5,0,-1,95,-1.5,1,-5,1,-4

# Among those listed so far, these have a nitro group on carbon.
SMILES,MC4R antag cAMP,Exocytosis inh,PDI turbidity,ABHD5-PLIN5 inh,ABCB6 inh MLPCN,MC4R ag barr,HTR2A ag,Cardio protect,N-glyco inh,CaV13 ICDI inh
Cc1cccc(Nc2c([N+](=O)[O-])cc(C(=O)N3CC(=O)Nc4ccccc43)cc2[N+](=O)[O-])c1,1,-1,-2,2,99,-1.2,-1,8,-1,-4
O=C(Nc1cc(C(F)(F)F)ccc1-n1cncn1)c1ccc([N+](=O)[O-])o1,4,4,3,-2,110,-3.9,-3,4,18,-3

# Source: PubChem (several laboratories)
